SENP1 inh = human SENP1 catalytic domain inhibitors, primary screen, biochemical, FRET, uHTS; Sentrin-specific protease 1 (Homo sapiens), Q9P0U3; recombinant SENP1 catalytic domain, CyPet-SUMO1-YPet FRET cleavage; inhibition, % at 10 µM; actives 0.21% (n = 360,000);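 active = inhibition at least 30% at 10 µM, raw YFP signal under a set limit, fluorescence ratio 0.5 to 1.5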;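 note: 0% = enzyme with DMSO and 100% = no enzyme wells; some results filed as inactive read as strong as hits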
Target sequence (Q9P0U3 419-644 limits assumed): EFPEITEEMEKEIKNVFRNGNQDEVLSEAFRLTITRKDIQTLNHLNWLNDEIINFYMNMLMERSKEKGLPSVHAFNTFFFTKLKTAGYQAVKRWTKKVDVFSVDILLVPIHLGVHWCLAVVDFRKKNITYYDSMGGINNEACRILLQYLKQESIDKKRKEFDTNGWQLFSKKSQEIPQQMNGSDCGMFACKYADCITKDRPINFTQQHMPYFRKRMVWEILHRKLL
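system = hSENP1 catalytic domain, recombinant | reagent = SFCypet-SUMO1-SFYpet substrate at 25 nM | doses = one dose per compound, 10 µM, 0.5% DMSO | incubation = enzyme reaction for 50 min at room temperature, dark | measured by = FRET, CFP and YFP emission | controls = no-enzyme low, enzyme-DMSO high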
SENP6 inh = SENP6 protease inhibitors, primary screen, biochemical, luminescence, uHTS | inhibition, % at 10 µM | actives 1.8% (n = 330,000) | Recombinant SENP6 catalytic domain, aminoluciferin luminescence | Sentrin-specific protease 6 (Homo sapiens), Q9GZR1;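 active = inhibition above about 50% at the single tested dose, limit read from the data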;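 note: plate controls were DMSO wells with enzyme for no effect and DMSO wells lacking enzyme for full effect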
Target sequence (Q9GZR1 628-1112 limits assumed): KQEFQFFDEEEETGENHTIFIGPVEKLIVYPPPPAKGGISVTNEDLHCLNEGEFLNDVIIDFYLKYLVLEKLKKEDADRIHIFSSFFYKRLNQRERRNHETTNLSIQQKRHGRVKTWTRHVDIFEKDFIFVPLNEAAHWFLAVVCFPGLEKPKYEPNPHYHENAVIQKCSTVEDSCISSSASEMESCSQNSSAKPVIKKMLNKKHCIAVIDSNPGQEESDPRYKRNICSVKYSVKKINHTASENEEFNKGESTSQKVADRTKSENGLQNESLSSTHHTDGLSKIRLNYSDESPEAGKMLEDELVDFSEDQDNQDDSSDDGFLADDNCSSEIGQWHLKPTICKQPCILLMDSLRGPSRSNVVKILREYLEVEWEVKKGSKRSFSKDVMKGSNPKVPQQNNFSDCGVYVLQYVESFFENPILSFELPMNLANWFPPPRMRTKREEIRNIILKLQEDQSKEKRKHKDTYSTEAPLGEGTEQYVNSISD
SENP8 block-1 = human SENP8 protease inhibitors, primary screen, biochemical, fluorescence, Nedd8 protein substrate, uHTS; Sentrin-specific protease 8 (Homo sapiens), Q96LD8; recombinant SENP8; inhibition, % at 20 µM; actives 0.64% (n = 360,000); AID 602440, 2012; in the data active = inhibition mostly above about 40%, no sharp cut-off; inactive = mostly below about 27%
PfGluPho inh = PfG6PD enzyme inhibitors, primary screen, biochemical, fluorescence intensity, uHTS | inhibition, % at 20 µM | glucose-6-phosphate dehydrogenase-6-phosphogluconolactonase (Plasmodium falciparum 3D7) | actives 0.78% (n = 350,000) | PfGluPho enzyme, NADPH resazurin-diaphorase fluorescence | AID 504690, 2011;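 active = inhibition reaching at least a set limit at 20 µM in the primary screen, cut at about 59% in these data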;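 note: 0% = DMSO wells with substrate and 100% = DMSO wells lacking glucose-6-phosphate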
SENP8 block-2 = SENP8 protease inhibitors, primary screen, biochemical, luminescence | Sentrin-specific protease 8 (Homo sapiens), Q96LD8 | purified SENP8, Z-RLRGG-aminoluciferin cleavage | inhibition, % at 10 µM | actives 1.2% (n = 330,000) | AID 2540, 2010; in the data active = inhibition above about 50%
SENP7 inh = SENP7 protease inhibitors, primary screen, biochemical, luminescence, uHTS. Sentrin-specific protease 7 (Homo sapiens), Q9BQF6. recombinant SENP7, Z-RLRGG-aminoluciferin luminescence, 40 min. inhibition, % at 5 µM. actives 1.5% (n = 330,000). AID 434973, 2010;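 active = inhibition above about 50% at the single test dose, limit read from the data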;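 note: plate controls were DMSO with enzyme for no effect and no enzyme buffer wells for full effect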
Target sequence (Q9BQF6 706-1050 limits assumed): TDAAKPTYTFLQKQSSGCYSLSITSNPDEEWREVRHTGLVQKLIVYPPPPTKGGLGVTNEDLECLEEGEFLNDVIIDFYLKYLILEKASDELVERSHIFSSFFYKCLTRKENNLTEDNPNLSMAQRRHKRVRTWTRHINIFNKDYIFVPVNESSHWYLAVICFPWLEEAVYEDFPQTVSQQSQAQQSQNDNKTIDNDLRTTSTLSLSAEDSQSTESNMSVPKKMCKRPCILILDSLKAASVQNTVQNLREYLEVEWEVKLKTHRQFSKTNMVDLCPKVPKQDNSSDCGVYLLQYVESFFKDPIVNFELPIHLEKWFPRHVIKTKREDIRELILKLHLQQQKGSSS
Apaf-1 inh = inhibitors of human Apaf-1 apoptosome, primary screen, biochemical, DEVD-Rh110 fluorescence, uHTS. AID 489030, 2010. actives 0.71% (n = 330,000). reconstituted apoptosome caspase-3 activity. inhibition, % at 20 µM; active = inhibition of at least 40% at 20 µM;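 note: plate controls were DMSO wells for no effect and DEVD-CHO caspase inhibitor wells for full effect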
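Assay system: Apoptosome proteins | Medium: pH 7.5 Hepes buffer with CHAPS, BSA, DTT | Also added: Cytochrome c and DEVD-Rh110 substrate | Times: 30 min plus 50 min, RT | Detection: Rhodamine 110 fluorescence at Ex 480/Em 540 nm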
HKDC1 inh = HKDC1 hexokinase inhibitors, primary screen, biochemical, fluorescence, uHTS. inhibition, % at 20 µM. actives 0.16% (n = 340,000). recombinant HKDC1, G6PDH/diaphorase resazurin coupled fluorescence. Q2TB90;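 active = inhibition above about 35% when tested at 20 µM, limit read from the data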;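 note: plate controls were DMSO wells with enzyme for no effect and DMSO wells lacking enzyme for full effect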
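test system = in-house recombinant HK5 (HKDC1) enzyme | amount = HKDC1 at 5 µg/mL | control set = DMSO-enzyme wells negative, buffer-substituted wells positive | compound = one dose of 20 µM, 1% DMSO | schedule = reaction time 90 min, room temperature, protected from light | technique = resorufin fluorescence at 613 nm | reagent = glucose with 1 mM ATP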
Active calls of the source: *.

`CCOC(=O)c1c(CC(C)C)csc1NC(=O)COC(=O)c1ccc(O)cc1` gave SENP1 inh -0.5, SENP6 inh -17.6, SENP8 block-1 12.9, PfGluPho inh 3.4, SENP8 block-2 -7.6, SENP7 inh 7.9, Apaf-1 inh 24.0 and HKDC1 inh 3.4.
For COc1ccccc1S(=O)Cc1ccc(C(=O)NCCc2ccc(Cl)cc2)o1 (stereo not drawn) the results were SENP1 inh -0.7, SENP6 inh 6.1, SENP8 block-1 -0.4, PfGluPho inh -8.3, SENP8 block-2 4.6, SENP7 inh -8.2, Apaf-1 inh -2.2 and HKDC1 inh 2.7.
`CC1=C(C)CC(C(=O)NCc2ccccn2)C(C(=O)O)C1` (stereo not drawn) gave SENP1 inh -1.0, SENP6 inh 0.6, SENP8 block-1 8.3, PfGluPho inh 2.6, SENP8 block-2 -5.9, SENP7 inh 0.1, Apaf-1 inh -19.6 and HKDC1 inh -4.0.
Screening Cc1ccc(S(=O)(=O)O)c(C)c1N1CCCC1=O returned SENP1 inh 2.4, SENP6 inh -13.5, SENP8 block-1 10.0, PfGluPho inh -9.9, SENP8 block-2 -8.7, SENP7 inh -12.7, Apaf-1 inh -1.8 and HKDC1 inh -3.1.
For Nc1nc(N)nc(-c2cc(Cl)ccc2Cl)n1 the results were SENP1 inh 4.9, SENP6 inh -12.2, SENP8 block-1 5.2, PfGluPho inh 1.0, SENP8 block-2 -4.8, SENP7 inh -6.5, Apaf-1 inh -5.7 and HKDC1 inh -5.6.
`COc1ccc(Cc2nnc(N/N=C(\C)c3ccccc3)[nH]c2=O)cc1OC` gave SENP1 inh -0.3, SENP6 inh 2.6, SENP8 block-1 8.9, PfGluPho inh -21.5, SENP8 block-2 -10.4, SENP7 inh -7.4, Apaf-1 inh -7.7 and HKDC1 inh -1.4.
Screening CC(C)(C)c1nnc(NC(=O)c2ccc3c(c2)OCO3)s1 returned SENP1 inh -0.6, SENP6 inh -1.5, SENP8 block-1 21.7, PfGluPho inh 104.8*, SENP8 block-2 -4.0, SENP7 inh 2.4, Apaf-1 inh 9.5 and HKDC1 inh -6.3.
For COC(=O)C1=C(C)N(c2cccc(C(C)=O)c2)C(=O)C1 the results were SENP1 inh 5.5, SENP6 inh -10.2, SENP8 block-1 19.7, PfGluPho inh -7.0, SENP8 block-2 2.1, SENP7 inh 5.3, Apaf-1 inh -0.4 and HKDC1 inh -0.4.
Screening COc1ccc(Br)cc1/C=C/C(=O)NC(=S)Nc1ccc(CN2CCOCC2)cc1 returned SENP1 inh -0.1, SENP6 inh 0.2, SENP8 block-1 17.4, PfGluPho inh 4.1, SENP8 block-2 2.8, SENP7 inh 2.4, Apaf-1 inh 15.0 and HKDC1 inh 0.4.
CCc1cc2c(=O)[nH]c(COC)nc2s1 was read as SENP1 inh 1.3, SENP6 inh -16.8, SENP8 block-1 6.1, PfGluPho inh -9.9, SENP8 block-2 -15.9, SENP7 inh -3.6, Apaf-1 inh -9.2 and HKDC1 inh -8.4.
Screening CCCCOc1ccc(C(=O)NCC(=O)NCCOc2ccc(C)cc2)cc1 returned SENP1 inh -10.0, SENP6 inh -1.9, SENP8 block-1 -3.0, PfGluPho inh 3.6, SENP8 block-2 -3.0, SENP7 inh 5.9, Apaf-1 inh -2.0 and HKDC1 inh -6.8.
Screening CCN(CC)CCCNC(=S)N1CCC(c2nc3ccccc3[nH]2)CC1 returned SENP1 inh 1.0, SENP6 inh 3.6, SENP8 block-1 20.5, PfGluPho inh 5.3, SENP8 block-2 -3.0, SENP7 inh 1.4, Apaf-1 inh -12.4 and HKDC1 inh -0.1.

An excerpt from above in order of formula weight, high to low:
`CCOC(=O)c1c(CC(C)C)csc1NC(=O)COC(=O)c1ccc(O)cc1` gave SENP1 inh -0.5, SENP6 inh -17.6, SENP8 block-1 12.9, PfGluPho inh 3.4, SENP8 block-2 -7.6, SENP7 inh 7.9, Apaf-1 inh 24.0 and HKDC1 inh 3.4.
Screening CCCCOc1ccc(C(=O)NCC(=O)NCCOc2ccc(C)cc2)cc1 returned SENP1 inh -10.0, SENP6 inh -1.9, SENP8 block-1 -3.0, PfGluPho inh 3.6, SENP8 block-2 -3.0, SENP7 inh 5.9, Apaf-1 inh -2.0 and HKDC1 inh -6.8.
Screening CCN(CC)CCCNC(=S)N1CCC(c2nc3ccccc3[nH]2)CC1 returned SENP1 inh 1.0, SENP6 inh 3.6, SENP8 block-1 20.5, PfGluPho inh 5.3, SENP8 block-2 -3.0, SENP7 inh 1.4, Apaf-1 inh -12.4 and HKDC1 inh -0.1.

Remaining list, next part.
Screening Cc1cccc(NC(=O)c2cc(Cl)nc3ccccc23)c1 returned SENP1 inh -1.5, SENP6 inh -7.2, SENP8 block-1 4.4, PfGluPho inh 14.0, SENP8 block-2 -5.3, SENP7 inh 3.8, Apaf-1 inh 14.5 and HKDC1 inh 3.3.
O=C(Nc1nc(-c2cccs2)cs1)c1cccc(S(=O)(=O)N2CCCCCC2)c1 was read as SENP1 inh -4.5, SENP6 inh -10.6, SENP8 block-1 -27.3, PfGluPho inh -6.6, SENP8 block-2 -9.8, SENP7 inh -6.6, Apaf-1 inh 8.9 and HKDC1 inh 0.9.
CCn1c(=O)c2cc(C(=O)NCc3cccs3)sc2c2ccccc21 was read as SENP1 inh 2.0, SENP6 inh -17.8, SENP8 block-1 -480.0, PfGluPho inh 1.4, SENP8 block-2 -13.6, SENP7 inh 12.5, Apaf-1 inh 12.6 and HKDC1 inh -2.2.
Screening COc1ccc(S(=O)(=O)NCc2nc3nc(C)cc(C)n3n2)cc1 returned SENP1 inh 1.3, SENP8 block-1 13.0, PfGluPho inh -8.4 and HKDC1 inh -2.0.
Screening O=C(c1ccc(Cl)cc1)C1CCN(CC(=O)N2CCCCC2)CC1 returned SENP1 inh -25.9, SENP6 inh -25.8, SENP8 block-1 -5.9, PfGluPho inh -3.7, SENP8 block-2 -0.4, SENP7 inh -7.7, Apaf-1 inh 9.7 and HKDC1 inh -4.1.
`CC(C)(C)c1ccc(-c2cn(-c3ccc(Br)cc3)c3[n+]2CCCS3)cc1` gave SENP1 inh 2.0, SENP8 block-1 15.4, PfGluPho inh 15.4 and HKDC1 inh 12.3.
`NC(=O)C1CCN(Cc2cccc(OCc3ccccc3)c2)CC1` gave SENP1 inh 0.7, SENP6 inh -12.1, SENP8 block-1 15.2, PfGluPho inh -7.5, SENP8 block-2 -8.7, SENP7 inh -13.8, Apaf-1 inh 0.8 and HKDC1 inh 3.0.
Screening CCCCCNC(=O)c1cccc(S(=O)(=O)N2CC3(C)CC2CC(C)(C)C3)c1 (stereo not drawn) returned SENP1 inh -0.2, SENP6 inh -4.5, SENP8 block-1 2.6, PfGluPho inh 26.6, SENP8 block-2 2.6, SENP7 inh -2.1, Apaf-1 inh 30.3 and HKDC1 inh 1.1.
Screening O=C(CCS(=O)(=O)c1ccc(Cl)cc1)Nc1nnc(-c2cccs2)o1 returned SENP1 inh -0.7, SENP6 inh -0.6, SENP8 block-1 -104.1, PfGluPho inh -9.1, SENP8 block-2 3.8, SENP7 inh 1.4, Apaf-1 inh -2.0 and HKDC1 inh -2.7.
Cc1ccc(OCC(=O)N2CCCCCCC2)cc1C was read as SENP1 inh 1.2, SENP6 inh 8.6, SENP8 block-1 11.2, PfGluPho inh -23.0, SENP8 block-2 3.4, SENP7 inh -0.8, Apaf-1 inh -3.3 and HKDC1 inh 1.9.
Screening COc1cc(CN2CCCCCC2)cc(Br)c1O returned SENP1 inh -1.2, SENP6 inh -5.7, SENP8 block-1 10.1, PfGluPho inh -1.2, SENP8 block-2 -3.2, SENP7 inh -3.9, Apaf-1 inh -13.1 and HKDC1 inh 1.5.
CCOC(=O)C1CCCN(C2=NC(=O)/C(=C/c3ccc(OC)cc3OC)S2)C1 (stereo not drawn) was read as SENP1 inh -33.4, SENP6 inh -13.4, SENP8 block-1 -51.4, PfGluPho inh 49.1, SENP8 block-2 -5.0, SENP7 inh -2.6, Apaf-1 inh 5.2 and HKDC1 inh 21.1.
Cc1ccc(C(=O)NNC(=O)c2ccncc2)cc1S(=O)(=O)N1CCOCC1 was read as SENP1 inh -1.8, SENP6 inh -9.9, SENP8 block-1 5.8, PfGluPho inh -1.2, SENP8 block-2 -5.5, SENP7 inh 0.8, Apaf-1 inh -1.7 and HKDC1 inh -5.3.
Screening CSc1nnc(-c2cccc(NC(=S)NN)c2)o1 returned SENP1 inh 2.6, SENP6 inh -9.5, SENP8 block-1 -11.6, PfGluPho inh 2.8, SENP8 block-2 -12.1, SENP7 inh -15.4, Apaf-1 inh 5.4 and HKDC1 inh -8.3.
Screening Cc1[nH]c(=O)c(C#N)c(C)c1[N+](=O)[O-] returned SENP1 inh 0.4, SENP6 inh -16.9, SENP8 block-1 7.6, PfGluPho inh -12.6, SENP8 block-2 -1.7, SENP7 inh 4.4, Apaf-1 inh -21.8 and HKDC1 inh -8.8.
For CC(=O)c1c(O)cc(C)n(Cc2ccccc2)c1=O the results were SENP1 inh -1.5, SENP6 inh 6.7, SENP8 block-1 7.8, PfGluPho inh -12.7, SENP8 block-2 3.8, SENP7 inh 0.4, Apaf-1 inh -71.1 and HKDC1 inh -8.0.
c1ccc(Nc2cccc3c(Nc4ccccc4)cccc23)cc1 was read as SENP1 inh -72.1, SENP6 inh -29.0, SENP8 block-1 -413.3, PfGluPho inh 13.7, SENP8 block-2 -9.9, SENP7 inh -6.2, Apaf-1 inh -25.3 and HKDC1 inh 9.9.
Screening Cn1c(CNc2cccc(Cl)c2)nnc1SCC(=O)OC1CCCCC1 returned SENP1 inh 0.5, SENP6 inh -20.3, SENP8 block-1 7.1, PfGluPho inh 3.4, SENP8 block-2 -6.8, SENP7 inh -30.6, Apaf-1 inh 12.7 and HKDC1 inh 5.9.
Screening O=C(Nc1cccnc1)C1CC(=O)N(c2ccc(F)cc2)C1 (stereo not drawn) returned SENP1 inh -2.1, SENP6 inh -17.5, SENP8 block-1 13.5, PfGluPho inh -12.7, SENP8 block-2 3.3, SENP7 inh -6.4, Apaf-1 inh 10.7 and HKDC1 inh 7.2.
O=C(CCCc1ccccc1)NCCS(=O)(=O)N1CCN(c2ccc(F)cc2)CC1 was read as SENP1 inh 1.6, SENP6 inh -25.3, SENP8 block-1 -0.3, PfGluPho inh -0.3, SENP8 block-2 -12.9, SENP7 inh 13.2, Apaf-1 inh 10.4 and HKDC1 inh -1.7.
Screening COc1cccc(CN2C(=O)N(C(C)C)C(N(O)C(=O)NC(C)C)C2(C)C)c1OC (stereo not drawn) returned SENP1 inh 0.1, SENP6 inh 7.4, SENP8 block-1 19.6, PfGluPho inh -8.4, SENP8 block-2 0.6, SENP7 inh 1.0, Apaf-1 inh -0.8 and HKDC1 inh -2.5.
For O=C(CNC(=O)c1ccc(Br)cc1)NCc1cccnc1 the results were SENP1 inh -0.9, SENP6 inh -22.8, SENP8 block-1 4.9, PfGluPho inh 13.1, SENP8 block-2 0.7, SENP7 inh -1.2, Apaf-1 inh -1.8 and HKDC1 inh -4.4.
